# Bioassay records (PubChem)
# PREPL inhibitor: PREPL enzyme inhibitors, primary screen, biochemical, fluorescence polarization. AID 2751, 2010. 320,000 compounds, 0.68% hits. inhibition, % at 5.96 µM. recombinant PREPL, fluorescence polarization activity-based probe. Prolyl endopeptidase-like (Homo sapiens), Q4J6C6; in the data active = inhibition above about 43%;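 note: 0% = enzyme with DMSO and 100% = wells lacking enzyme; many of its hits are not listed in these tables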
# HCV core dimer: inhibitors of HCV core protein dimerization, primary screen, biochemical, TR-FRET, high-throughput; 300,000 compounds, 0.33% hits; AID 1899, 2009; TR-FRET GST/Flag-core106 dimerization, 1536-well; inhibition, % at 5 µM;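 active = inhibition above the mean of all tested compounds plus 3 SD, set per screening campaign, cut at about 45% in these data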
#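 test system = GST/Flag-tagged HCV core106 proteins | probe or stimulus = Eu donor and XL665 acceptor anti-tag antibodies | times = compound-protein-antibody incubation 4 h at 22.5 °C | signal = TR-FRET, excitation 340 nm, emission 617 and 671 nm | measure = percent inhibition of core106 dimerization signal | controls = wells lacking GST-core106 and wells with excess unlabelled core106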
# ZTA counter: ZTA (EBV) inhibition in EBNA-1 counter-screen | ZTA-DNA binding, fluorescence polarization | inhibition, % at 11 µM | 320,000 compounds, 0.15% hits; in the data active = inhibition above about 33%
# Efflux pump inh: inhibitors of Candida efflux pumps in yeast, primary screen, S. cerevisiae, Nile Red, multiplex; S. cerevisiae Candida pump triplex; inhibition, % at 10 µM; 330,000 compounds, 0.44% hits; AID 485275, 2010;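 active = plate passing quality check with inhibition over a set limit, or well fluorescence over plate mean plus 4 SD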;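 note: Nile Red retained in pooled yeast measured as flow cytometry median fluorescence; 0% = buffer negative control and 100% = Enniatin B positive control; higher means more Nile Red kept so more efflux inhibition; some compounds called inactive have numbers as strong as hits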
# EBNA-1 inhibitor: EBNA-1 DNA-binding inhibitors, primary screen, biochemical, fluorescence polarization. 300,000 compounds, 0.34% hits. inhibition, % at 14.8 µM; in the data active = inhibition above about 28%
# TPT1 inhibitor: Candida albicans TPT1 enzyme inhibitors, primary screen, biochemical, fluorescence polarization. tRNA 2'-phosphotransferase TPT1 (Candida albicans SC5314). recombinant caTPT1, FP RNA substrate dephosphorylation. inhibition, % at 5 µM. 300,000 compounds, 0.81% hits. AID 1962, 2009;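 active = inhibition above the mean of all tested compounds plus 3 SD, set per screening campaign, cut at about 24% in these data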;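 note: plate controls were DMSO alone for no effect and ferristatin control at 100 nM for full effect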
# CTSL1 counter: Fasciola hepatica cathepsin L1 inhibitors, primary screen, counter-screen for PFM18AAP inhibitor project, biochemical, QFRET, fluorogenic peptide substrate; inhibition, % at 5.96 µM; 300,000 compounds, 0.49% hits; recombinant F. hepatica cathepsin L1, Z-Leu-Arg-MCA fluorescence;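 active = inhibition above the mean of all tested compounds plus 3 SD, set per screening campaign, cut at about 17% in these data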;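 note: 0% = plate median of test compound wells and 100% = 1 µM Z-Phe-Ala-diazomethylketone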
# PP5 primary: PP5 phosphatase inhibitors, primary screen, biochemical, fluorescence; purified PP5c, OMFP substrate fluorescence; 320,000 compounds, 0.18% hits; Serine/threonine-protein phosphatase 5 (Homo sapiens), P53041; inhibition, % at 6.7 µM;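 active = inhibition above the campaign's mean inhibition across all tested compounds plus 3 SD, cut at about 9.5% in these data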;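 note: 0% = DMSO only and 100% = 100 µM cantharidin control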
# Target sequence (P53041 whole entry, looked up): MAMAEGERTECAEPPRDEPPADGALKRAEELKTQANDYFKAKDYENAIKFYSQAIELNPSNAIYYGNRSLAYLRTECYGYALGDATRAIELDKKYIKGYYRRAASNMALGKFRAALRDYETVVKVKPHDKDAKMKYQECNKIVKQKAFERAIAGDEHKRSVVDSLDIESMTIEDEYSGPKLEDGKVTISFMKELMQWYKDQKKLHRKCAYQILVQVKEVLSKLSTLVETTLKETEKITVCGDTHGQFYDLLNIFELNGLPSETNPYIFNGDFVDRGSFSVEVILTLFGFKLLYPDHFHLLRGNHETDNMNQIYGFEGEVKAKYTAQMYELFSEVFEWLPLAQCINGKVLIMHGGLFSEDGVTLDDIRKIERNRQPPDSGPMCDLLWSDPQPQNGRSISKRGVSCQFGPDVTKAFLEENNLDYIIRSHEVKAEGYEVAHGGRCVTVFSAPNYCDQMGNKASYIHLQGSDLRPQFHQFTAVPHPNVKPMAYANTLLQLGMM
# PP1 counter: PP1-alpha phosphatase inhibitors, primary screen, counter-screen for PP5 inhibitor project, biochemical, fluorescence, OMFP substrate, single point | Serine/threonine-protein phosphatase PP1-alpha catalytic subunit (Homo sapiens), P62136 | purified PP1alpha | inhibition, % at 6.7 µM | 320,000 compounds, 0.9% hits;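 active = inhibition above the mean inhibition of all tested compounds plus 3 SD, computed separately for each screening campaign, cut at about 15% in these data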
# Target sequence (P62136 whole entry, looked up): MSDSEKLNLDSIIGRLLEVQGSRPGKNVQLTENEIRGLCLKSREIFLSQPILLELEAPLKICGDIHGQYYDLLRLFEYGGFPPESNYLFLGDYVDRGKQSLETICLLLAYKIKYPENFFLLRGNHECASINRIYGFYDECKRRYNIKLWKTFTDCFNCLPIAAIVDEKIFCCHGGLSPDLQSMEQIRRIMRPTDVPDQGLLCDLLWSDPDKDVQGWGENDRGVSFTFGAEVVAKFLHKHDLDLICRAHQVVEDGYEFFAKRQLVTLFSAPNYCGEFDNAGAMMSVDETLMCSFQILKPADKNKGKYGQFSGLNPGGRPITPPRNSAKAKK
# Starred values were filed as active, the others as inactive; . = no result given. Some of the compounds tested; rates above refer to the full screens.
molecule	HCV core dimer	Efflux pump inh	PREPL inhibitor	CTSL1 counter	PP5 primary	TPT1 inhibitor	EBNA-1 inhibitor	ZTA counter	PP1 counter
COc1cc(CCC(=O)NCc2ccc(Cl)cc2)cc(OC)c1OC	0	0.1	4	3	0.9	-14	1	-5	-1
Cc1c(OC(C)C(=O)N[C@@H](Cc2ccccc2)C(=O)O)ccc2c3c(c(=O)oc12)CCCC3 (some centres undefined)	4	-0.2	-1	1	3.1	-3	8	-3	-2
COc1ccc(S(=O)(=O)Cc2ccc(C(=O)NCCCN(C)c3ccccc3)o2)cc1	-4	-0.1	13	0	1.3	1	2	7	-2
CCN(CCCNC(=O)Cn1ncc2c([nH]c3ccc(C)cc32)c1=O)Cc1ccccc1	-3	0.0	-2	0	2.5	0	-2	-13	-2
CCOC(=O)Nc1ccc2nc(N3CCCCCC3)sc2c1	6	0.0	4	-8	3.4	1	0	2	0
O=C(Nc1nc(-c2cccnc2)cs1)c1ccc(S(=O)(=O)N2CCOCC2)cc1	-4	-0.1	-6	0	0.5	3	6	-8	-2
CC(C)CCn1c(CN2CCOCC2)nc2c1c(=O)n(C)c(=O)n2C	-3	0.0	2	1	-0.8	-2	3	-1	-1
CCOc1ccccc1N(CC(=O)NC1CCCCC1)C(=O)CCCC(=O)Nc1ccccn1	-2	0.2	-2	7	2.4	4	-7	11	1
CCCCSc1nc(NCc2ccco2)c2c3c(sc2n1)COC(C)(C)C3	0	0.2	-4	0	2.8	3	5	-7	4
COc1cc(Cl)c(C)cc1NC(=O)[C@@H]1CCCN1C(=O)c1cccs1	4	0.1	9	0	4.2	2	-9	-16	6
Cn1c(CN2CCC(C(N)=O)CC2)c(C#N)c2ccccc21	2	0.0	2	0	0.0	-5	5	4	-2
O=C(Cn1ncc2c([nH]c3ccccc32)c1=O)NCCCN1CCN(c2ccccc2)CC1	-1	0.1	-19	0	-0.9	-3	-2	0	-4
Cc1cc(CNCc2cn(C)nc2-c2ccc(Oc3ccccc3)cc2)on1	-4	0.3	4	-5	0.5	1	3	-13	1
Cc1ccc(C)c(NC(=O)c2ccccc2NS(=O)(=O)c2cc([N+](=O)[O-])ccc2C)c1	23	0.2	11	-2	5.8	-2	7	2	11
CCc1cc(-c2[nH]ncc2-c2nc3ccccc3n2C)c(O)cc1O	0	0.3	12	7	0.9	1	-12	4	0
CCOc1ccccc1N1CCN(CC(=O)c2c(N)n(C)c(=O)n(C)c2=O)CC1	-1	0.1	9	1	1.1	5	-12	-2	-2
N#CCC(=N)N1CCN(c2cccc(Cl)c2)CC1	6	0.1	-3	-1	1.9	-2	45*	6	-2
CN(CC(=O)Nc1ccc(Cl)c(C(F)(F)F)c1)C(=O)CCCc1nc2ccccc2c(=O)[nH]1	.	-0.1	1	.	4.1	.	.	10	3
CCN1C(=O)/C(=C/c2cn(C)nc2C)SC1=S	-5	0.0	1	1	0.6	5	-2	15	0
CCOc1ccccc1NC(=O)Cn1nnc(-c2ccc(OCC)c(OCC)c2)n1	5	0.0	18	2	5.6	0	2	-1	2
CC(=O)Nc1ccccc1NC(=O)C(F)(F)F	1	-0.1	1	1	0.3	2	10	12	-3
CCOC(=O)COc1ccc2c(c1)C(=O)CC(C)(c1cccnc1)O2 (centres undefined)	-5	-5.7	15	0	0.2	-5	-4	-7	0
COCC(=O)N1CCC(Oc2ccc(C(=O)NC3Cc4ccccc4C3)cc2)CC1	2	0.0	5	-3	1.2	0	1	-16	-3
COc1cccc(C(C(=O)NCC2CCCO2)N(C(=O)Cn2nnc3ccccc32)c2ccc(NC(C)=O)cc2)c1 (centres undefined)	-16	-0.2	12	0	0.2	-5	7	4	1
CN1CCN(c2ccc(Cl)cc2NC(=O)/C=C/c2ccc(F)cc2)CC1	-7	0.1	-1	2	2.1	5	-9	-9	5
CCOc1ccc(S(=O)(=O)NCCCN2CCOCC2)cc1	-8	-0.2	3	-1	2.5	-2	3	17	23*
O=C(Nc1ccc(F)cc1)C1CCCN1S(=O)(=O)c1ccc(Br)cc1 (centres undefined)	5	0.0	-1	2	-1.6	1	5	5	-1
Cc1cc(C)c2ccc(NN)nc2c1O	-6	0.1	5	0	1.8	-2	-8	-6	-2
COc1ccc(C(=O)Nc2cccc(C(=O)O)c2)cc1S(=O)(=O)N1CCCC1	-3	-0.1	1	-3	0.5	1	14	17	0
COc1ccc(-c2nnnn2C)cc1S(=O)(=O)NCCc1ccccc1	-3	0.1	4	-2	1.4	-2	-3	-9	-3
CC[N+](CC)(CC)CCOc1ccc(/C=C/c2ccccc2)cc1	-12	0.1	1	-1	-0.9	-3	3	-4	-1
Cc1cc(NC(=O)Nc2ccc(F)cc2)no1	-2	0.1	9	1	-0.3	-2	-2	2	-3
O=C(NCc1ccco1)C1CCCN(S(=O)(=O)c2cnc[nH]2)C1 (centres undefined)	7	-0.1	3	4	-6.5	-1	-2	2	-4
COc1ccc(C(CNC(=O)COc2ccc(F)cc2Br)N2CCCC2)cc1 (centres undefined)	0	0.0	-2	-1	-0.4	4	-14	3	4
COc1ccc(-c2cc(N3CCCC3)n3ncnc3n2)cc1	11	0.1	11	2	0.2	-4	1	-14	-5
Cn1c(=O)[nH]c(=O)c2c1nc(N1CCCC1)n2CCCSc1nc2ccccc2o1	3	-0.2	35	-6	2.4	-2	-1	1	2
O=C(Cn1c(=O)oc2ccccc21)Nc1ccc(Cl)cc1Cl	-7	0.0	-6	-2	1.2	-2	9	-14	0
Cc1cccc(C(=O)N/N=C/c2ccccn2)c1	-7	-0.2	-1	2	3.4	1	6	2	3
CCCCCC(C)n1[nH]c(=O)c2c(C)cc(C)nc21 (centres undefined)	0	0.4	1	-4	2.9	-1	-8	4	0
CCCOC(=O)c1ccc(NC(=O)COC)cc1	-5	-0.1	11	-3	1.3	-11	-9	-20	2
Nc1nc(SCC(=O)Nc2ccc([N+](=O)[O-])cc2)n[nH]1	-2	0.3	13	0	3.3	-2	-4	-23	-6
CCOC(=O)C1=C(C)Nc2ccccc2N/C1=N\S(=O)(=O)c1cc(C(=O)O)ccc1Cl	.	-0.2	19	.	1.0	.	.	-16	2
Cc1ccccc1Cn1nnc2c1C(=O)c1ccccc1C2=O	3	0.0	9	25*	2.5	2	11	16	-3
COc1ccc(N(CC(=O)NCCSCc2cccc(Cl)c2)S(C)(=O)=O)cc1Cl	-2	-0.5	2	2	0.0	-2	4	22	2
CCc1nnc(NC(=O)CSc2nnc(-c3cccnc3)n2C)s1	2	-0.1	13	10	-6.9	1	-5	-1	1
CC(C)C(=O)N(Cc1ccc(F)cc1)Cc1nc2ccccc2c(=O)[nH]1	-2	0.0	2	3	-0.4	-1	9	-2	-2
COc1ccc(C(=O)NCCCOC(=O)c2ccc(OC)cc2)cc1	10	0.0	-5	0	0.5	-1	-3	16	-1
COCCOC(=O)c1c(C)oc2ccc(NS(=O)(=O)c3ccc(C)cc3)cc12	3	0.5	0	4	4.2	-3	-7	-16	4
N#C/C(=C(/O)CSc1ccccn1)c1nc2ccccc2s1	0	-0.2	18	11	-0.2	6	1	-7	2
C=CCNS(=O)(=O)CC12CCC(CC1=O)C2(C)C (centres undefined)	-5	-0.3	2	-2	-0.4	-5	3	5	0
CCOC(=O)N1CCN(C(=O)c2ccc(CNS(=O)(=O)c3ccc(NC(C)=O)cc3)cc2)CC1	-1	0.0	4	1	-0.3	0	1	10	2
CCCCc1c(CCC)c(=N)c2ccccc2n1C	0	-0.2	15	1	-0.1	-3	-16	-1	0
NC(=O)CN1C(=O)C(=O)N(Cc2ccccc2)C1=O	9	-0.1	3	-6	1.5	-4	2	-6	-1
CCOC(=O)c1cc(OC(=O)c2cccnc2)n(-c2ccccc2)n1	-3	-0.1	3	-4	0.0	-1	-6	0	3
O=C(c1ccc(N2CCOCC2)cc1)c1cccs1	-2	-0.1	12	3	-0.9	0	7	-7	0
Cc1ccc2cc3cc(C(=O)NCCCN4CCCC4)oc3nc2c1	0	0.1	8	4	3.5	-2	7	3	4
Cc1noc(C(=O)Nc2ccccc2C(F)(F)F)c1Cl	1	0.0	0	-2	-1.8	4	8	1	-7
Cc1ccc(OCCCCn2ccnc2)c(Cl)c1	-3	-0.1	8	-5	-0.8	2	7	-1	-2
Cc1ccc(C)c(N2CC(C(=O)O)CC2=O)c1 (centres undefined)	1	0.1	-4	0	0.3	-4	0	13	-2
N#CCCN(Cc1cccnc1)C(=O)Nc1ccccc1	-2	-0.1	1	2	-1.8	1	5	14	-1

# Shown with values under each structure: entries from further up
# Value order: HCV core dimer, Efflux pump inh, PREPL inhibitor, CTSL1 counter, PP5 primary, TPT1 inhibitor, EBNA-1 inhibitor, ZTA counter, PP1 counter
- COc1cc(CCC(=O)NCc2ccc(Cl)cc2)cc(OC)c1OC
→ 0, 0.1, 4, 3, 0.9, -14, 1, -5, -1
- Cc1c(OC(C)C(=O)N[C@@H](Cc2ccccc2)C(=O)O)ccc2c3c(c(=O)oc12)CCCC3 (some centres undefined)
→ 4, -0.2, -1, 1, 3.1, -3, 8, -3, -2
- COc1ccc(S(=O)(=O)Cc2ccc(C(=O)NCCCN(C)c3ccccc3)o2)cc1
→ -4, -0.1, 13, 0, 1.3, 1, 2, 7, -2
- CCN(CCCNC(=O)Cn1ncc2c([nH]c3ccc(C)cc32)c1=O)Cc1ccccc1
→ -3, 0.0, -2, 0, 2.5, 0, -2, -13, -2
- CCOC(=O)Nc1ccc2nc(N3CCCCCC3)sc2c1
→ 6, 0.0, 4, -8, 3.4, 1, 0, 2, 0
- O=C(Nc1nc(-c2cccnc2)cs1)c1ccc(S(=O)(=O)N2CCOCC2)cc1
→ -4, -0.1, -6, 0, 0.5, 3, 6, -8, -2
- CC(C)CCn1c(CN2CCOCC2)nc2c1c(=O)n(C)c(=O)n2C
→ -3, 0.0, 2, 1, -0.8, -2, 3, -1, -1
- CCOc1ccccc1N(CC(=O)NC1CCCCC1)C(=O)CCCC(=O)Nc1ccccn1
→ -2, 0.2, -2, 7, 2.4, 4, -7, 11, 1
- CCCCSc1nc(NCc2ccco2)c2c3c(sc2n1)COC(C)(C)C3
→ 0, 0.2, -4, 0, 2.8, 3, 5, -7, 4
- COc1cc(Cl)c(C)cc1NC(=O)[C@@H]1CCCN1C(=O)c1cccs1
→ 4, 0.1, 9, 0, 4.2, 2, -9, -16, 6
- Cn1c(CN2CCC(C(N)=O)CC2)c(C#N)c2ccccc21
→ 2, 0.0, 2, 0, 0.0, -5, 5, 4, -2
- O=C(Cn1ncc2c([nH]c3ccccc32)c1=O)NCCCN1CCN(c2ccccc2)CC1
→ -1, 0.1, -19, 0, -0.9, -3, -2, 0, -4
